EWS-Fli inh = inhibitors of EWS/Fli oncoprotein transcriptional activity | A673 NR0B1-luciferase reporter, viability-normalised | inhibition, % at 12.6 µM | 350,000 tested, 0.67% active | AID 651661;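 active means mean inhibition of at least 50% after viability correction, with every replicate also passing that limit; inconclusive means mean reaches 50% but only one of two replicates passes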;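 further: firefly luciferase signal divided by Alamar Blue viability fluorescence both relative to DMSO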
ARNT-TACC3 inh = disrupts binding between human ARNT and TACC3; AlphaScreen His-ARNT PAS-B/GST-TACC3 binding, luminescence; TACC3 fragment carries E629A point mutation; 390,000 tested, 0.66% active; AID 623870; Q9Y6A5; inhibition, % at 9.99 µM;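 active means mean inhibition of replicates at least 50% and at least half of replicates each reaching 50%; inconclusive means half or more replicates reach 50% but mean below 50%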;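 further: 0% = complete ARNT plus TACC3 wells and 100% = ARNT alone without TACC3; many hits fall short of the cut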
DENV2 CPE = DENV2-induced cell death inhibition. AID 651640. CPE inhibition, % at 9.99 µM. DENV2-infected cells, cytopathic effect rescue, plate reader. 350,000 tested, 1.7% active; in the data active means CPE inhibition above about 20%, passing the limit was not always enough; inconclusive means no clear call, values can overlap the other calls; tested in BHK-21 cells;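 further: 0% = median of neutral control wells and 100% = median of positive control wells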
PAX8 reporter = PAX8 transcriptional activity inhibition | RMG-I TPO-luciferase reporter, SteadyGlo, 24 h | inhibition, % at 12.6 µM | 360,000 tested, 1.2% active | AID 652154;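 active means mean replicate inhibition at least 60% with every replicate also reaching 60%; inconclusive means only one of the two criteria is met; inactive means mean below 60% and not all replicates reaching 60%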;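 further: luciferase light reporting Pax8 driven TPO promoter activity; plate controls were median of neutral control wells for no effect and mitoxantrone controls for full effect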
GSIS activator = GLuc luminescence reporter in INS-1E cells, primary screen for activators of glucose-dependent secretion of insulin; activation, % at 16.6 µM; INS-1E GLuc reporter insulin secretion, 2-3 h; 370,000 tested, 0.61% active;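 active means lowest replicate activation of at least 40%, so every replicate reaches that level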;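 further: 0% = median of neutral control wells and 100% = median of IBMX positive control wells; some compounds called inactive have numbers as strong as hits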
CFTR F508del cor = correctors of CFTR F508del function in bronchial epithelial cells. CFBE cells, YFP halide quenching; stimulated with forskolin plus potentiator P3; % fluorescence drop versus neutral controls. activity (quench increase), % at 7.58 µM. 350,000 tested, 0.36% active. AID 720511;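 active means mean added fluorescence quench of at least 8% versus neutral control, with both replicates also reaching 8%; inconclusive means only one of the mean or replicate conditions met; inactive means mean below 8% and not both replicates reaching 8%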;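 further: cells transiently co-express mutant CFTR-F508del with the halide-sensitive YFP; corrector assay measuring rescue of mutant channel to the surface after 24 h compound exposure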
XiGFP reactiv = activators of X-chromosome reactivation in mouse fibroblasts; XiGFP mouse fibroblasts, % GFP-positive cells imaging, 3 d; cells co-treated with 5-aza-dC sensitizer; scaled so ellipticine positive control = 100%; activation, % at 7.58 µM; AID 743238; 360,000 tested, 0.055% active;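 active means mean normalized replicate activation at least 10% and every replicate at or above 10%; inconclusive means only one of the two criteria met; inactive means mean below 10% and not all replicates reach 10%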;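 further: 0% = median of on-plate neutral control wells and 100% = ellipticine 6 µM median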
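System: SV40-immortalized XiGFP fibroblast cells, line 68-5-11 / Incubation: 3-day compound exposure, then 15 min fixation at room temperature / Compound: single concentration per compound, delivered by pin transfer / Buffer or medium: DMEM plus 5-aza-dC sensitizer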
ERp5 block = inhibitors of human ERp5; Q15084; ERp5 insulin aggregation, absorbance 650 nm, 90 min; inhibition, % at 9.99 µM; 350,000 tested, 0.05% active; AID 651711;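 active means mean replicate inhibition above about 25%, with every replicate also reaching it, limit read from the data, passing the limit was not always enough; inconclusive means only one of those two criteria met; inactive means neither criterion met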
Target sequence (Q15084 whole entry, looked up): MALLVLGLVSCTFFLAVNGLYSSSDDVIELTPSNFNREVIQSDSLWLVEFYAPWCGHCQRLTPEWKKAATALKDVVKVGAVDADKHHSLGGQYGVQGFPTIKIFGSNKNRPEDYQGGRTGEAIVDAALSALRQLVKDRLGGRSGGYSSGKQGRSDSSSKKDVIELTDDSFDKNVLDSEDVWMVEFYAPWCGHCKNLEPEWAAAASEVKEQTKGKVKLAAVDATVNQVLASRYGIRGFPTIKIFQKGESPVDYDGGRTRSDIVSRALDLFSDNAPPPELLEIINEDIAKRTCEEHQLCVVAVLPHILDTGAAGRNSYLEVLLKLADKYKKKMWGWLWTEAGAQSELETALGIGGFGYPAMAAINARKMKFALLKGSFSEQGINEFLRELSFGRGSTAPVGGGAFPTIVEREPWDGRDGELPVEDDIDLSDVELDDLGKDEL
Active calls of the source: *; u = inconclusive; x = not tested or not shown; & = joins results of further samples.

SMILES | EWS-Fli inh | ARNT-TACC3 inh | DENV2 CPE | PAX8 reporter | GSIS activator | CFTR F508del cor | XiGFP reactiv | ERp5 block
CCOc1ccc(C(=O)C(C)OC(=O)C2CCN(c3ccc(C(F)(F)F)cn3)CC2)cc1 (stereo not drawn) | 4 | 1 | 6 | 40 | 9 | 3.1 | 0.1 | 1
O=C(CSc1nn(-c2ccccc2)c(=S)s1)NC1CCS(=O)(=O)C1 (stereo not drawn) | x | 0 | x | -5 | 3 | x | -0.1 | x
O=[N+]([O-])c1ccc(NC(=S)N2CCc3ccccc32)cc1 | x | -2 | -8 | 18 | 2 | 1.5 | 0.1 | -3
CCN(CC(=O)N1CCOCC1)S(=O)(=O)c1cc(Cl)ccc1Cl | 5 | -1 | u | -4 | -5 | 1.1 | 0.2 | -9
CCC(=O)Nc1ccc(N2CCN(S(C)(=O)=O)CC2)cc1 | x | -1 | x | 13 | -35 | x | 0.0 | x
Cc1ccc(-n2nnc(-c3nccn3C)n2)cc1 | 31 | -2 | 1 | 22 | -10 | -4.1 | 0.1 | 1
CCCC(=O)Nc1ccc2c(c1)OC[C@H](C)N(Cc1ccc(F)cc1)C[C@@H](C)[C@H](OC)CN(C)C2=O | 0 | 6 | 0 | 28 | -26 | 4.7 | 0.5 | 0
N#C[C@@H]1[C@H](c2ccc(-c3ccccc3)cc2)[C@H](CO)N1C(=O)Cc1ccccc1 | 10 | 14 | -14 | 1 | -14 | -2.9 | -0.1 | 1
O=C(C[C@H]1CC[C@@H](NC(=O)NC2CCCCC2)[C@H](CO)O1)NCc1ccc(Cl)cc1 | -5 | -1 | -3 | 13 | x | -2.4 | -0.5 | 0
O=C(COC(=O)c1c2c(nc3ccccc13)/C(=C/c1cccc([N+](=O)[O-])c1)CCC2)NC1CCS(=O)(=O)C1 (stereo not drawn) | x | 4 | x | 19 | 9 | x | -0.1 | x
Cc1ccc(C)c(NC(=O)CSc2nc3ccc(N4C(=O)c5ccccc5C4=O)cc3s2)c1 | x | -14 | x | -8 | 6 | x | 0.0 | x
C[C@H]1CN([C@@H](C)CO)C(=O)CCCn2nncc2CO[C@@H]1CN(C)Cc1ccc2c(c1)OCCO2 | -9&-1 | -7 | -5&18 | -18&15 | 7&8 | -1.5&-1.0 | 0.3 | 0&-1
CC(C)N1CC(O)=C(c2nc3ccccc3[nH]2)C1=N | -80 | 7 | -8 | x | -6 | 6.1 | x | 3
O=C1C2C3CCC(C3)C2C(=O)N1Cc1ccco1 (stereo not drawn) | x | 5 | x | -4 | 14 | x | -0.1 | x
C[C@@H]1CCCCO[C@H](CN(C)C)[C@@H](C)CN([C@H](C)CO)C(=O)c2cc(NC(=O)c3ccncc3)ccc2O1 | -3 | -8 | -13 | -16 | 23 | -4.2 | 0.0 | 0
CN1N=C(c2ccc(Cl)cc2)CC(c2ccc(Cl)cc2)C1=O (stereo not drawn) | 0 | 5 | -4 | 5 | -2 | x | 0.2 | 3
O=C1C=C(c2ccc(O)cc2)C[C@@H](c2ccc3c(c2)OCO3)C1 | 0 | 1 | -7 | 3 | 17 | -1.4 | 0.0 | 0
C[C@H](CO)N1C[C@H](C)[C@@H](CN(C)C(=O)C2CCC2)Oc2ncc(C#CC(C)(C)O)cc2C1=O | -8 | -1 | 23* | x | 14 | 2.0 | -0.9 | 8
CN1[C@H](C(=O)NC2CCCCC2)[C@@H](CO)[C@@H]2Cn3c(ccc(/C=C/c4ccccc4)c3=O)[C@@H]21 | -5 | -4 | 3 | x | -28 | x | 0.5 | -2
O=C(NNc1c2ccccc2nc2ccccc12)c1ccccc1Cl | 4 | 0 | 1 | -57 | -5 | -1.6 | 0.1 | -3

Pulled by structure from above:
SMILES | EWS-Fli inh | ARNT-TACC3 inh | DENV2 CPE | PAX8 reporter | GSIS activator | CFTR F508del cor | XiGFP reactiv | ERp5 block
Cc1ccc(C)c(NC(=O)CSc2nc3ccc(N4C(=O)c5ccccc5C4=O)cc3s2)c1 | x | -14 | x | -8 | 6 | x | 0.0 | x
C[C@H](CO)N1C[C@H](C)[C@@H](CN(C)C(=O)C2CCC2)Oc2ncc(C#CC(C)(C)O)cc2C1=O | -8 | -1 | 23* | x | 14 | 2.0 | -0.9 | 8
N#C[C@@H]1[C@H](c2ccc(-c3ccccc3)cc2)[C@H](CO)N1C(=O)Cc1ccccc1 | 10 | 14 | -14 | 1 | -14 | -2.9 | -0.1 | 1

(cont.)
SMILES | EWS-Fli inh | ARNT-TACC3 inh | DENV2 CPE | PAX8 reporter | GSIS activator | CFTR F508del cor | XiGFP reactiv | ERp5 block
NNC(=O)c1cc2ccccc2cc1NS(=O)(=O)c1ccccc1 | 1 | 16 | -2 | 4 | 2 | -3.6 | 0.0 | 3
Cc1nn(-c2ccccc2)c(Cl)c1/C=C1\SC(=S)N(C)C1=O | x | -3 | x | 14 | 4 | x | 0.3 | x
NC(=O)c1ccc(NC(=O)C2CCCC2)cc1 | 21 | 13 | 3 | 15 | 20 | -0.4 | 0.3 | -4
COc1cccc(NC(=O)Nc2ccc3c(c2)C(=O)N(C)C[C@H](OC)[C@H](C)CN(CC2CC2)[C@@H](C)CO3)c1 | -7 | 2 | -4 | 0 | -4 | -0.1 | -0.2 | 5
CN(CC(=O)Nc1ccccc1C(F)(F)F)C(=O)C1CCN(S(=O)(=O)c2ccc3c(c2)OCCO3)CC1 | 3 | -5 | -2 | -3 | -2 | 0.4 | -0.1 | -2
COc1ccc(C2=Nc3ccccc3N(C(=O)c3ccc4ncccc4c3)C2C(=O)NC2CCCC2)cc1 (stereo not drawn) | -102 | x | 0 | -45 | -6 | -3.7 | 0.0 | -3
O=C(O)C1C2OC(C(Br)C2Br)C1C(=O)O (stereo not drawn) | -4 | -5 | -11 | 0 | 4 | 1.1 | 0.0 | 0
COCC(=O)Nc1ccc2c(c1)C(=O)N(C)C[C@@H](OC)[C@H](C)CN(Cc1ccccn1)[C@H](C)CO2 | -5 | 16 | 11 | x | 3 | -3.0 | -0.3 | 6
C/C=C/c1ccc2c(c1)O[C@H](CN(C)C(=O)Nc1ccccc1)[C@@H](C)CN([C@@H](C)CO)S2(=O)=O | 19 | -3 | -7 | x | -20 | 5.7 | -0.5 | 1
COc1ccc(-n2c(C)cc(=O)[nH]c2=O)cc1 | 0 | 1 | u | 5 | 12 | 2.5 | 0.2 | 0
O=C(CSc1ccc(-c2ccccn2)nn1)Nc1ccc(F)cc1F | -1 | 43 | 2 | 0 | 17 | 2.3 | 0.0 | 12
COc1ccccc1-c1ccc2c(c1)[C@@H]1[C@@H](CCN1S(=O)(=O)c1cccc(F)c1)[C@H](CO)N2 | 6 | 16 | x | 47 | 3 | 1.2 | 0.0 | x
O=C1C2CC=CCC2C(=O)N1c1ccc(NCCc2ccc(Cl)cc2)c([N+](=O)[O-])c1 (stereo not drawn) | 2 | -2 | -1 | 21 | x | x | 0.2 | 0
COc1ccccc1OCC(=O)Nc1ccc(S(=O)(=O)N2CCN(C)CC2)cc1 | 3 | 3 | 6 | -5 | -14 | -0.2 | 0.0 | -3
C[C@H](CO)N1C[C@H](C)[C@@H](CN(C)Cc2ccc(C(F)(F)F)cc2)Oc2ccc(NC(=O)Cc3ccccc3)cc2C1=O | 4 | 13 | -7 | 12 | -21 | -0.2 | 0.1 | 2
COc1ccc(NC(=O)Nc2ccc3c(c2)C(=O)N([C@@H](C)CO)C[C@H](C)[C@@H](CN(C)S(=O)(=O)c2c(C)noc2C)OCCCC[C@H](C)O3)cc1 | -1 | 1 | 0 | 3 | -9 | 2.2 | -0.5 | x
O=S(=O)(c1ccccc1)N(Cc1cccc(F)c1)c1ccccc1 | 8 | -11 | -9 | -6 | x | -4.6 | 0.1 | 1
CC1(C)SC2c3ccccc3C(=O)N2[C@@H]1C(=O)O (stereo partly drawn) | -2 | 2 | 2 | 6 | -1 | -1.0 | 0.0 | -2
CCn1c(=S)sc2c(=O)n(CC(=O)Nc3cc(OC)ccc3OC)c(C)nc21 | x | -2 | -3 | 10 | -35 | -0.1 | 0.0 | -1
COC(=O)CCC(=O)N1CCC(CCC(=O)NCc2ccc(F)cc2)CC1 | 20 | -5 | -5 | -5 | 9 | 0.3 | 0.0 | 0
CS(=O)(=O)Cc1ccc(C(=O)N2CCCC2c2cccs2)cc1 (stereo not drawn) | 4 | x | 1 | -12 | 0 | -1.0 | 0.0 | -9
COc1ccccc1NC(=O)N[C@H]1CC[C@@H](CCNC(=O)c2ccc3c(c2)OCO3)O[C@@H]1CO | -5 | 5 | -13 | 6 | 1 | -2.3 | 0.0 | 4
Oc1ccc(Cl)cc1C=Nc1ccc2c3c(cccc13)CC2 | 12 | 3 | 2 | -3 | -20 | -3.0 | 30* | 22
COc1ccc(-c2noc(CNS(=O)(=O)c3ccc(NC(C)=O)cc3)n2)cc1 | x | x | -5 | -5 | -3 | -1.9 | -0.1 | x
CSc1nc(Cl)c(Cc2ccc(OCC(C)C)cc2)c(N2CCOCC2)n1 | 27 | x | -1 | 54 | -9 | x | 0.0 | 4
C[C@@H]1CN([C@@H](C)CO)C(=O)c2cc(-c3cccnc3)cnc2O[C@@H]1CN(C)C(=O)C1CCC1 | 2 | -1 | -2 | x | 1 | -1.9 | -0.5 | -4
Cc1cc(C)cc(NC(=O)Nc2ccc3c(c2)C(=O)N(C)[C@H]2CC[C@H](CC(=O)O)O[C@H]2CO3)c1 | -5 | 0 | 1 | 10 | 3 | 2.1 | 0.2 | x
c1ccc2c(c1)nc(NC1CCCCC1)c1nncn12 | 6 | 9 | 2 | 3 | 14 | -3.6 | 0.1 | 4
C[C@H](CO)N1C[C@H](C)[C@H](CN(C)Cc2ccc(C(F)(F)F)cc2)Oc2ccc(NS(=O)(=O)c3ccc(F)cc3)cc2C1=O | -12 | -7 | 2 | -2 | -13 | -0.8 | -0.6 | -8
Cc1ccccc1C(=O)NNS(=O)(=O)c1ccc(F)cc1 | -7 | x | 4 | 2 | 15 | 2.4 | 0.1 | 0
O=C1N(c2ccc(Cl)cc2)C(c2ccccc2)N2CCCN12 (stereo not drawn) | x | -7 | x | -6 | 0 | x | -0.1 | x
C[C@@H]1CN([C@H](C)CO)C(=O)c2cc(-c3ccncc3)cnc2O[C@@H]1CN(C)C(=O)C1CCOCC1 | -3 | -12 | 1 | x | 25 | 1.0 | -0.4 | 7
CN(C)C(=O)c1cccc(-c2ccc([C@H]3[C@H](CO)N4C(=O)CN(C(=O)C5CCCC5)C[C@@H]34)cc2)c1 | -3 | x | 0 | -14 | 9 | 1.1 | 0.0 | -2
CC(C)(C)NC(=O)C(c1ccncc1)N(C(=O)Cn1nnc(-c2ccc(F)cc2)n1)c1cccc(F)c1 (stereo not drawn) | 13 | -7 | 0 | 10 | 0 | 3.7 | 0.5 | -3
C[C@H](CO)N1C[C@H](C)[C@H](CN(C)C(=O)Nc2ccc(C(F)(F)F)cc2)Oc2c(NC(=O)Nc3cccc4ccccc34)cccc2C1=O | 8 | -7 | u | 24 | -6 | -2.2 | -0.1 | 22
Cc1ccc(NC(=O)CN2CCN(C)CC2)cc1Br | -6 | -7 | 0 | 3 | x | 2.4 | 0.0 | -5
Cc1ncnc(N)c1CCCNc1ccccc1 | -2 | 3 | 3 | -1 | 9 | -4.2 | -0.1 | 4
COCCSc1ccccc1C(=O)NCc1ccc(S(N)(=O)=O)cc1 | 3 | -5 | -4 | x | -1 | 4.8 | x | -3

Screening results (PubChem BioAssay)
